# aSyn rescue – rescues yeast growth from alpha-synuclein toxicity | Yeast expressing alpha-synuclein, growth rescue, BacTiter-Glo, 24 h | Potency, µM (series often up to 46.1 µM), for the others: at the highest dose growth rescue (activation), hits mostly activators | 370,000 compounds, 0.14% hits; note: potency is the fitted concentration of half-maximal effect; % of control where 0% means no effect; nearly all actives have a fitted effect of over 65% in size
#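 Rescue of yeast growth: cells expressing toxic alpha-synuclein, induced in galactose at OD600 0.02, incubated with compound 24 h at 30 C. ATP luminescence quantified growth; inhibitors of toxicity appear as activators.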
# DRD3 antagonist – blocks the human D3 dopamine receptor | P35462 | D3R cells, DiscoveRx beta-arrestin luminescence, antagonist mode; stronger effect = lower value | max response, negative = inhibition, % | 360,000 compounds, 2.5% hits | AID 652054; in the data active = max response below about -50%; inconclusive = no clear call, values can overlap the other calls; note: % is set by controls: 0 for no effect and ±100 for the full control effect; mostly tested at two doses, the higher about 12 µM
# Target sequence (P35462 whole entry, looked up): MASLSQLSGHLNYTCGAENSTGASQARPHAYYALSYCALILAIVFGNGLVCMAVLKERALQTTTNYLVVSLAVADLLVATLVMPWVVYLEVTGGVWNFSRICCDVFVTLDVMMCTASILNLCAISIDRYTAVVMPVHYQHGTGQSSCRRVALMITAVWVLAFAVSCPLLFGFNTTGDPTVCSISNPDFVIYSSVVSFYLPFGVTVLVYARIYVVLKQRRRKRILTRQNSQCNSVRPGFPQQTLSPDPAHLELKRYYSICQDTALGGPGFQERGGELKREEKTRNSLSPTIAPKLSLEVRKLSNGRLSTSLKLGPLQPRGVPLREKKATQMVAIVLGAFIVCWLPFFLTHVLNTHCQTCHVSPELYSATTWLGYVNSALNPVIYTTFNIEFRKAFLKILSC
#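 Cells plated overnight at 1500 cells/well, then exposed to library compounds with dopamine controls for 90 minutes at 37 degrees C. DiscoveRx reagent added for 30–60 minutes at room temperature; luminescence read, quantitative HTS format.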
# PTHR1 ag – agonists of human PTHR1 parathyroid hormone receptor. AID 743266. Q03431. HEK293 GP2 PTHR1 cells, GloSensor cAMP luminescence, 1 h. Potency, µM (highest dose often 115 µM), without a hit: at the top dose activation, most hits filed as activators. 410,000 compounds, 0.075% hits; note: potency is the fitted concentration of half-maximal effect; nearly all actives have a fitted effect of over 55% in size; some results filed as inactive show a strong effect at the top dose; inactives centre near -15; many of its hits are not listed in these tables
#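 HEK-293-derived GP2 cells expressing PTHR1 and a GloSensor cAMP reporter, 3,000/well, plated overnight, given luciferin plus IBMX (each 0.5 mM as added) for 1 h at 37 °C, then compound for 1 h at 37 °C. Luminescence was read after 15 min at room temperature.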
# TDP-43 yeast inh – rescues yeast growth from TDP-43 toxicity. TDP-43 expressing yeast growth rescue, BacTiter-Glo, 24 h. Potency, µM (titrated, usually from 46.1 µM), for inactives: at the highest dose growth rescue (activation), most hits filed as activators. 410,000 compounds, 1.8% hits; note: potency is the fitted concentration of half-maximal effect; % of control where 0% means no effect; nearly all actives have a fitted effect of over 50% in size
#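 Cell-based yeast growth screen: TDP-43 expression induced in galactose, inoculum OD600=0.02 after raffinose pregrowth to mid-log. Read-out BacTiter-Glo luminescence at 24 hr, 30 deg C; inhibition of toxicity seen as signal increase.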
# FUS yeast rescue – rescues growth of FUS-expressing yeast | S. cerevisiae FUS-expressing, growth rescue, OD600, 24 h | Potency, µM (doses to about 76.6 µM), inactives show at the top dose growth rescue (activation), usual class: activators | 390,000 compounds, 0.24% hits;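 note: potency is the fitted concentration of half-maximal effect; plate controls were DMSO vehicle for no effect and reference control for full effect; nearly all actives have a fitted effect of over 55% in size; some results filed as inactive show a strong effect at the top dose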
#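 Compound concentration series was pinned onto galactose-induced FUS-expressing yeast seeded at OD 0.005. Plates sat 24hr at 30C; absorbance at 600 nm gave growth. DMSO served as background control.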
# GLP1R inv ag – inverse agonists of human GLP-1 receptor. 410,000 compounds, 1.6% hits. HEK293 GLP-1R CRE-luciferase, luminescence, 24 h; GLP-1R form is constitutively active. Potency, µM (top dose mostly 38.3 µM), for the others: at the highest dose activity change, negative = inhibition, actives largely listed as inhibitors. P43220; note: potency is the fitted concentration of half-maximal effect; % is set by controls: 0 for no effect and ±100 for the full control effect; nearly all actives have a fitted effect of over 55% in size
# Target sequence (P43220 whole entry, looked up): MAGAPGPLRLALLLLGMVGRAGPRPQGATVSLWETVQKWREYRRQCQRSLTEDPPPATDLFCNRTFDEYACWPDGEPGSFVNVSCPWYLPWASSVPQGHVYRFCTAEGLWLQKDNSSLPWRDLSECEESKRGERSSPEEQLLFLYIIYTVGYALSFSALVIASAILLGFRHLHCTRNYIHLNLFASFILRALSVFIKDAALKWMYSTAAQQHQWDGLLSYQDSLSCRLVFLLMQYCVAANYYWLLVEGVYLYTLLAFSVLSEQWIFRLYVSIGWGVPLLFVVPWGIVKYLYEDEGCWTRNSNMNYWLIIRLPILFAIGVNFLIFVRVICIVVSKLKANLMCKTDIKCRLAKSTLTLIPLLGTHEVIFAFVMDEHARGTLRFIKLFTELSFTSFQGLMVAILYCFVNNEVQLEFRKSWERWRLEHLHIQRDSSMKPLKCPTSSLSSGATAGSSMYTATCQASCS
#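 qHTS in 1536-well format: reporter HEK293 cells expressing constitutive GLP-1R activity in DMEM + 10% Nu serum, 24 hr with compounds at 37 deg C, luminescence read after 12 min with detection reagent.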
# GLP1R ag – GLP-1 receptor (human) agonism. P43220. HEK293 GLP-1R CRE-luciferase, luminescence, 4-6 h; cells express a hypersensitive GLP-1R form. Potency, µM (highest dose often 45.6 µM), without a hit: at the top dose activation, most hits filed as activators. 380,000 compounds, 0.007% hits. AID 624172; note: potency is the fitted concentration of half-maximal effect; % of control where 0% means no effect
# Abeta yeast res – A-beta toxicity reversal in yeast; yeast expressing A-beta42, growth rescue, OD600, 48 h; response scale: 0% DMSO, 100% iron-clioquinol control; Potency, µM (series often up to 46.1 µM), inactives show top-dose growth rescue, usual class: activators; 410,000 compounds, 0.063% hits; note: potency is the fitted concentration of half-maximal effect; nearly all actives have a fitted effect of over 55% in size
#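 Yeast growth medium received pinned compounds, then yeast cells expressing toxic A-beta were added; plates incubated at 30 C for 48 hr. Growth read as absorbance at 600 nm, normalized to DMSO and equimolar FeCl3 plus clioquinol controls.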
# Akt phos inh – Akt phosphorylation inhibition | Neuro2A IGF-stimulated pAkt S473 HTRF, 20 min; stronger effect = lower value | activity change, % for hits at 50 µM | 360,000 compounds, 0.32% hits; in the data active = activity change below about -80%; inconclusive = mostly about -51% to -80%; note: % is set by controls: 0 for no effect and ±100 for the full control effect
#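 Neuro2A cells in DMEM with 0.5% FBS, overnight at 37 deg C, given compound at single 50 µM final, then IGF (6 nM final) for 20 min at 37 deg C. Lysed; phospho-Akt Ser473 by HTRF after 24 h, 665/615 ratio.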
# Active calls of the source: *; i = inactive; u = inconclusive; x = no result given; [ ] = another dose, or the depositor's remark. Unless noted, calls come from the whole dose curve; as a rule, active = well fitted curve in the direction sought with a large enough effect; inconclusive = small, poorly fitted or top-dose-only effect, or another doubt; inactive = no such curve, though single readings can be large; an effect the other way counts as inactive or inconclusive.
SMILES,aSyn rescue,DRD3 antagonist,PTHR1 ag,TDP-43 yeast inh,FUS yeast rescue,GLP1R inv ag,GLP1R ag,Abeta yeast res,Akt phos inh
O=C(c1cc([N+](=O)[O-])ccc1Cl)N1c2ccccc2Sc2ccccc21,26%,12,-39%,-12%,33%,u,24%,0%,i
COc1ccc(C(=O)CN2CCN(S(=O)(=O)c3cccc([N+](=O)[O-])c3)CC2)cc1OC,-3%,1,-20%,16%,5%,14%,9%,7%,i
CCOC(=O)c1cc(S(=O)(=O)NC2CCC(C)CC2)cn1C (stereo not given),12%,16,i,6%,16%,3%,-2%,8%,i
Cc1c(NC(=O)Nc2ccc(Cl)cc2)c(=O)n(-c2ccccc2)n1C,-5%,7,-8%[57.5 µM],-13%,-12%,0%,-11%,2%,i
CCC1NC(C(=O)O)Cc2c1[nH]c1ccccc21 (stereo not given),1%,-6,-32%[inhibitor],-8%,-27%,-14%,-6%,-28%,i
CCOc1ncccc1C(=O)OCC(=O)c1ccc(Br)s1,-3%,7,-3%,u,15%,5%,6%,18%,i
O=C(NCc1ccc(F)cc1Cl)C1CC(=O)N(C2CCCCCCC2)C1 (stereo not given),2%,1,i,-6%,56%,-22%,5%,-10%,i
CCOC(=O)c1sc(=S)n(CC)c1NC(=O)CC,-2%,10,-7%[57.5 µM],-8%,21%,-1%,10%,-8%,i
C[C@@H]1CN([C@@H](C)CO)C(=O)c2cc(NC(=O)Nc3ccc4c(c3)OCO4)ccc2O[C@H]1CN(C)S(=O)(=O)c1cn(C)cn1,-5%,12,-14%,16%,19%,3%,-3%,1%,i
O=C(NCc1ccncc1)[C@@H]1CCCN1C(=O)[C@@H]1CCCN1C(=O)c1cccc2ccccc12,-1%,6,-38%[inhibitor],15%,-5%,5%,28%,1%,i
CCc1ccccc1NC(=O)CSc1nnc([C@@H](NC(=O)OC(C)(C)C)C(C)CC)o1 (stereo not given in full),10%,-2,-2%[57.5 µM],0%,44%,-19%,-1%,0%,i
O=C(Nc1nnc(-c2ccccc2)o1)C1CCCCC1,-1%,-12,i,u,-7%,3%,-5%,-4%,i
COc1ccccc1-c1cc2nc(C)c(CCC(=O)Nc3ccc(Br)c(C)c3)c(C)n2n1,x,x,-29%,u,0%,9%,-1%,u,x
CC(O)CSc1nc2c(c(=O)[nH]c(=O)n2C)n1CC(O)COc1ccccc1 (stereo not given),-8%,-9,-50%[inhibitor],19%,-25%,-4%,-5%,10%,i
COc1ccc(NC(=O)CSc2nccn2-c2cccc(OC)c2)cc1,0%,-1,-23%,28%,-42%,-1%,1%,28%[9.22 µM],i
Cc1cc(N/N=C/c2ccccc2Cl)nc(NCc2ccccc2)n1,-25%,u,-51%[inhibitor],3%,16%,u,2%,-49%[inhibitor],i
COc1ccc2nc3n(c(=O)c2c1)-c1cc2ccccc2cc1C(=O)NC3Cc1ccc(O)cc1 (stereo not given),-3%,-30,-45%[inhibitor],17%,u,-56%,-2%,-4%,i
COc1cccc(-c2nn(-c3ccccc3)cc2CN(C)C(C)c2ccon2)c1 (stereo not given),-14%,13,i,-7%,5%,u,13%,-8%,i
CC(NS(=O)(=O)c1ccccc1)C1COc2ccccc2O1 (stereo not given),10%,-10,i,29%,-12%,u,0%,9%,i
CCCCOC(=O)n1c(SCC(=O)N(C)C)nc2ccccc21,1%,2,-3%,4%,20%,0%,1%,-6%,i
Cc1c(C(=O)NCc2ccc(S(N)(=O)=O)cc2)oc2ccc(Cl)cc12,-3%,-15,i,12%[9.22 µM],22%,-14%[7.66 µM],6%,-1%,i
C/C(=N/NC(=O)c1cccs1)c1ccc(N2CCOCC2)cc1,-6%,-16,i,6%,-3%,20%,8%,-1%,i
Cc1ccsc1C(=O)N1CCCC(C)(C(=O)O)C1 (stereo not given),11%,0,-16%,-10%,-18%,30%,-7%,-19%,i
COc1cc(SC)ccc1C(=O)N(C)Cc1ccccc1,-2%,-18,-15%,21%,-1%,-24%,15%,1%,i
COc1ccc(-c2noc(C3CC(=O)N(c4ccc(C)c(F)c4)C3)n2)c(OC)c1 (stereo not given),x,x,-5%,13µM*,u,4%,x,-6%,x

# Remaining list, next part.
SMILES,aSyn rescue,DRD3 antagonist,PTHR1 ag,TDP-43 yeast inh,FUS yeast rescue,GLP1R inv ag,GLP1R ag,Abeta yeast res,Akt phos inh
Cc1ccccc1CSc1nnc(-c2ccccn2)n1N,4%,-5,i,14%,13%,0%,-5%,18%,i
O=[N+]([O-])c1cn(Cc2ccc(Cl)cc2)cn1,7%,17,i,11%,10%,-16%,-2%,u,i
CC(C)n1cc(/C=C2\NC(=O)N(c3cccc(Cl)c3)C2=O)c2ccccc21,0%,22,25%[57.5 µM],17%,25%,4µM*,-15%,-3%,i
COCCN(Cc1cn(C)nc1-c1ccccc1F)C(C)C,-2%,-14,i,-24%,20%,-11%,4%,-16%,i
C=CCOc1ccc(C(=O)CC)cc1OC,-1%,-7,i,-13%,-14%,53%[activator],9%,-2%,i
O=C(Nc1cccc(Cl)c1)c1cc(S(=O)(=O)N2CCCCC2)c[nH]1,5%,1,-19%,24%,-15%,0%,7%,7%,i
c1ccc(C(c2c[nH]c3ccccc23)c2c[nH]c3ccccc23)nc1,11%,-16,u,4%,4%,u,0%,9%,i
COc1ccc(Cn2c(CO)cnc2SCC(=O)Nc2ccc3c(c2)OCCO3)cc1,-5%,x,-17%,12%,-1%,-5%,13%,3%,x
Cc1occc(=O)c1O,-7%,-53*,-45%[inhibitor],20%,-38%,5%,6%,-7%,x
Cn1c(=O)[nH]c(=O)c2c1nc1n2CC(O)CN1c1ccccc1 (stereo not given),0%,20,i,-13%,4%,8%,10%,7%,i
CCOC(=O)N1CCN(C(=O)C2CCN(C(=O)c3ccc(C(C)(C)C)cc3)CC2)CC1,5%,3,-18%,15%,16%,-13%,7%,7%,i
Cc1nn(CC(=O)N2CCN(C)CC2)c(=O)c2ccccc12,-1%,u,i,5%,-10%,7%[7.66 µM],0%,21%,i
O=C(CC1SC(N2CCOCC2)=NC1=O)Nc1ccc(Cl)cc1 (stereo not given),0%,12,i,-13%,0%,39%[activator],10%,1%,i
O=S(=O)(Nc1nc(SCc2ccc(Cl)cc2)n[nH]1)c1ccccc1,4%,12,-36%[inhibitor],26%,-1%,u,3%,u,i
CN[C@@H](CO)C(=O)NC[C@H]1O[C@@H](n2cnc3c(N)ncnc32)[C@H](O)[C@@H]1O,5%,-6,26%,-10%,-16%,1%,1%,1%,i
COC(=O)[C@@H](NC(=O)NCc1ccccc1Cl)C(C)C,-4%,-14,i,-24%,7%,-18%,-1%,-3%,i
Cc1cccc(C(=O)NCCc2csc(C)n2)c1,-9%,10,i,0%,-16%,4%,4%,0%,i
COc1ccc(NC(=O)c2cc(C(C)=O)n3ccccc23)cc1,x,x,i,u,-6%,-14%,x,6%,x
O=C(NCc1csc(-c2cccs2)n1)Nc1cccc(Cl)c1,1%,9,i,-9%,1%,u,0%,1%,i
COc1ccccc1C(=O)NC(CCSC)C(=O)N1CCN(C(C)=O)CC1 (stereo not given),3%,15,i,4%,-20%,5%,-7%,5%,i
Cc1cccc(-n2c(-c3csc(C)c3C)n[nH]c2=S)c1,2%,4,i,u,x,-29%,-1%,u,i
O=C(CCNC(=O)c1ccc(Br)cc1)Nc1ccccc1N1CCOCC1,3%,-10,-14%,-16%,11%,u,11%,-6%,i
COc1cc(OC)cc(C(=O)NCCSc2c[nH]c3ccccc23)c1,5%,6,i,0%,22%,u,20%,-7%,i
COc1ccc(NC(=O)c2ccc3c(c2)CCN3S(=O)(=O)c2ccccc2)c(OC)c1,-9%,4,-5%,4%,-2%,-3%,1%,4%,i
CCOC(=O)C1(Cc2ccc(Cl)cc2)CCN(C(=O)c2cc(C)nc(C)n2)CC1,5%,-9,i,-3%,18%,8%,6%,2%,i

# Record cards (already shown).
# `COc1ccc(Cn2c(CO)cnc2SCC(=O)Nc2ccc3c(c2)OCCO3)cc1` is entered as aSyn rescue = -5%; DRD3 antagonist = x; PTHR1 ag = -17%; TDP-43 yeast inh = 12%; FUS yeast rescue = -1%; GLP1R inv ag = -5%; GLP1R ag = 13%; Abeta yeast res = 3%; Akt phos inh = x
# `COc1ccccc1C(=O)NC(CCSC)C(=O)N1CCN(C(C)=O)CC1` (stereo not given) is entered as aSyn rescue = 3%; DRD3 antagonist = 15; PTHR1 ag = i; TDP-43 yeast inh = 4%; FUS yeast rescue = -20%; GLP1R inv ag = 5%; GLP1R ag = -7%; Abeta yeast res = 5%; Akt phos inh = i

# The list continues:
SMILES,aSyn rescue,DRD3 antagonist,PTHR1 ag,TDP-43 yeast inh,FUS yeast rescue,GLP1R inv ag,GLP1R ag,Abeta yeast res,Akt phos inh
Cc1ccc2nc(NC(=O)CN(C)S(=O)(=O)c3ccc(Br)s3)sc2c1,10%,12,i,7%,-32%,u,-5%,7%[9.22 µM],i
Cc1ccccc1S(=O)(=O)Cc1ccc(C(=O)N2CCN(c3cccc(Cl)c3)CC2)o1,x,x,-78%[inhibitor],u,u,u,x,0%,x
CCOC(=O)c1ccc(NC(=O)CCOc2ccc(C)cc2)cc1,-7%,8,i,19%,29%,-25%,-10%,8%,i
CSc1sc(-c2nnc(SCC(=O)Nc3ccc(Cl)cc3)n2C)c2c1C=CCC2,-3%,-8,i,6%,-26%,-2%,6%,-2%,i
Nn1cc(-c2ccccc2)nc1SCC(=O)NCCN1C(=O)CSC1=O,1%,21,i,2%,12%,10%,-2%,4%,i
Cc1ccc(-c2csc(NC(=O)CSc3nc4ccccc4c(=O)n3CCCN(C)C)n2)cc1,-1%,-11,-10%,-8%,32%,u,1%,-34%,i
Cc1cccc2c1-c1sc(C(=O)N3CCN(c4ccccc4)CC3)cc1CO2,x,x,-8%,22%,0%,-9%,x,-1%,x

# These rows are one share of the data; the hit share may differ from the screen's.
